Compound activity from PubChem BioAssay.
FBA Mtb inh: Mtb FBA enzyme inhibitors, primary screen, biochemical, fluorescence, strain H37Rv; AID 588726, 2011; purified M. tuberculosis FBA, fluorescence read-out; inhibition, % at 1 µM; Fructose-bisphosphate aldolase (Mycobacterium tuberculosis (strain ATCC 25618 / H37Rv)), …; 2.3% of 360,000 active; in the data active = inhibition above about 27%;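 also: 0% = vehicle and 100% = reference inhibitor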
FadD28 FP inh: inhibitors of FadD28 bisubstrate probe binding, primary screen, biochemical, fluorescence polarization, single point; Mycobacterium tuberculosis FadD28 fatty-acid-AMP ligase; inhibition, % at 12.5 µM; 0.22% of 360,000 active; AID 588549, 2011; in the data active = inhibition above about 8.5%, passing the limit was not always enough
Mtb BioA inh: M. tuberculosis BioA enzyme inhibitors, primary screen, biochemical, plate reader, single point, HTS. 7,8-diaminopelargonic acid synthase BioA (Mycobacterium tuberculosis). purified M. tuberculosis BioA enzyme. inhibition, % at 9.99 µM. 0.096% of 360,000 active. AID 602481, 2012; in the data active = inhibition above about 40%
PfHsp40 yeast: rescue of yeast from PfHsp40 toxicity, primary screen, S. cerevisiae, ATP luminescence; S. cerevisiae expressing PfHsp40, growth rescue; growth rescue, % at 12.5 µM; 0.68% of 340,000 active; AID 504582, 2011; in the data active = growth rescue above about 28%, passing the limit was not always enough;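 also: yeast W303a lacking pdr1 and pdr3 grown in galactose medium; growth measured after three days at 30 °C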
Yp Topo-I inh: Yersinia pestis topoisomerase I inhibitors, primary screen, biochemical, cleavage product accumulation, plate reader, single point | DNA topoisomerase I (Yersinia pestis CO92) | Y. pestis Topo-I cleavage product accumulation | activity, % at 10 µM | 0.064% of 360,000 active; in the data active = activity above about 50%, passing the limit was not always enough; also: inactives centre near 2
TcdB inh: TcdB glycohydrolase inhibitors, primary screen, biochemical, single point, plate reader. Toxin B (Clostridioides difficile), P18177. TcdB glycohydrolase enzymatic assay. inhibition, % at 9.99 µM. 0.24% of 350,000 active; in the data active = inhibition above about 10%
Target sequence (P18177 whole entry, looked up): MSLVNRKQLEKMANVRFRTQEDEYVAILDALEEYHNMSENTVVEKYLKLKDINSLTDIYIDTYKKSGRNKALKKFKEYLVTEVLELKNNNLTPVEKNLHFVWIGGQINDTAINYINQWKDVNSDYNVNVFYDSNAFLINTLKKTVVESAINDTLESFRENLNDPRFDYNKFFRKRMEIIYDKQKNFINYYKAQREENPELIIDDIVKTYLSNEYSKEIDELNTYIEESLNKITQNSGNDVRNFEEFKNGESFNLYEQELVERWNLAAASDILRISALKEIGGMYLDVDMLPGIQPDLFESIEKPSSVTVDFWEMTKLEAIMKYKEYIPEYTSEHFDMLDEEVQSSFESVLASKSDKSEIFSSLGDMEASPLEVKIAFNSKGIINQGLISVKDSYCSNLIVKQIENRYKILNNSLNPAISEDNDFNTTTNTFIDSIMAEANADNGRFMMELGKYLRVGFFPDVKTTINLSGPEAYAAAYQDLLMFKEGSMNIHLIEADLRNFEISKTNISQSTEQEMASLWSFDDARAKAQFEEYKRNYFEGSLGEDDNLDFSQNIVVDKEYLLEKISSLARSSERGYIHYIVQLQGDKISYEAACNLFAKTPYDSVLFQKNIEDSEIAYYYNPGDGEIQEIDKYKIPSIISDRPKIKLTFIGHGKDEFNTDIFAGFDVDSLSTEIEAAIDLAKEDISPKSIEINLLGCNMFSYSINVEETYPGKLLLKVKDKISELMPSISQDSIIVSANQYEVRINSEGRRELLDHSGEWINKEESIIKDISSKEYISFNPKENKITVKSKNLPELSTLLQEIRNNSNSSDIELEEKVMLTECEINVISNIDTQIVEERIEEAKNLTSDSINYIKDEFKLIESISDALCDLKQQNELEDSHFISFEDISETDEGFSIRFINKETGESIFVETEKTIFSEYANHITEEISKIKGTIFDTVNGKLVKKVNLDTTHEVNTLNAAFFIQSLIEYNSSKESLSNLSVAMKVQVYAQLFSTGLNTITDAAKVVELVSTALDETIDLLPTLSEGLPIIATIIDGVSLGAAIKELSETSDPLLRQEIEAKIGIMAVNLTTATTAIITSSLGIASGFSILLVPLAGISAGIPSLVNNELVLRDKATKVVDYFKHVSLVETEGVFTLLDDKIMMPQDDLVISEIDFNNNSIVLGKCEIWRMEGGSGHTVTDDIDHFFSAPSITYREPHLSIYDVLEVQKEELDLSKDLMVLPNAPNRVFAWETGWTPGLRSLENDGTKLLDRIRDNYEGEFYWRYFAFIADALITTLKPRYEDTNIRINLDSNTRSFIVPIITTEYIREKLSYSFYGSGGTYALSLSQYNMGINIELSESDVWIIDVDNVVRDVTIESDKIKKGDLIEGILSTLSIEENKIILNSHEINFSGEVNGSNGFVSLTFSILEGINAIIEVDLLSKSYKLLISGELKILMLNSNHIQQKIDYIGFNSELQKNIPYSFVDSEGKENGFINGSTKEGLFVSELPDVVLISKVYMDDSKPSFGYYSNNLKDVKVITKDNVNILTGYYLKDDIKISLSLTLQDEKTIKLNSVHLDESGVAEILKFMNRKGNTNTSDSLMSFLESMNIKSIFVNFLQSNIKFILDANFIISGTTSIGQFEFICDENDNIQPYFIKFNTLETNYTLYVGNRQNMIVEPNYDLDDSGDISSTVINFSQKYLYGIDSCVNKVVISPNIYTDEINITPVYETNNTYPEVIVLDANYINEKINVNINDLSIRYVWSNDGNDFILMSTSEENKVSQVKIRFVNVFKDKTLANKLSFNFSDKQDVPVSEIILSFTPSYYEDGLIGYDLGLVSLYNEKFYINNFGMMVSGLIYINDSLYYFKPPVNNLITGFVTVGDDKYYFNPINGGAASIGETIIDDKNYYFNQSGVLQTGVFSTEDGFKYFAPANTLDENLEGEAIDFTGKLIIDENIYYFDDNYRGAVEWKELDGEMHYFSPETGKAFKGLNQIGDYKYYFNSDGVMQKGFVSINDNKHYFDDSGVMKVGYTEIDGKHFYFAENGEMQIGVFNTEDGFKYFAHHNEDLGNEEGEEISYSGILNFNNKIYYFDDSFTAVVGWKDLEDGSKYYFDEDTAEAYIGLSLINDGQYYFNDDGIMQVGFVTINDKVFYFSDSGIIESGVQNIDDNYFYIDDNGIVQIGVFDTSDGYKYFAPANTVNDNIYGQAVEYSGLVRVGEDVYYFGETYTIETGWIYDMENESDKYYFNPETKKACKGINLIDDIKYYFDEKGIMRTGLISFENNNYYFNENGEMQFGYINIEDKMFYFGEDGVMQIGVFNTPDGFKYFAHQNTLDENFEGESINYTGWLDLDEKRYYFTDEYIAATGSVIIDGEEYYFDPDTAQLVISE
BH1578 lux ind: inducers of Vibrio cholerae quorum light production without autoinducers, primary screen, BH1578 luxS cqsA deficient, single point; V. cholerae BH1578 lux reporter, luminescence, 6 h; activation, % at 18.7 µM; 0.16% of 350,000 active; AID 588436, 2011; in the data active = activation mostly above about 9.7%, no sharp cut-off; also: not every result past the cut was called active; inactives centre near 0; reference of the scale not given here
GDH-TPI counter: GDH-TPI coupling enzyme inhibitors, primary screen, artefact control for M. tuberculosis FBA inhibitor project, biochemical, absorbance, full deck; GDH-TPI coupled enzyme counterscreen, NADH absorbance; inhibition, % at 4.8 µM; 1.2% of 360,000 active; in the data active = inhibition above about 30%;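 also: 0% = DMSO wells and 100% = wells lacking the enzyme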
UGM FP inh: M. tuberculosis UGM enzyme inhibitors, primary screen, biochemical, fluorescence polarization, single point. purified UGM, fluorescence polarization probe displacement. 0.06% of 320,000 active. inhibition, % at 10 µM. UDP-galactopyranose mutase (Mycobacterium tuberculosis (strain ATCC 25618 / H37Rv)), …. AID 504406, 2011; in the data active = inhibition above about 10%, passing the limit was not always enough
Numbers without * were called inactive; i = inactive; nt = not tested or not shown.

SMILES | FBA Mtb inh | FadD28 FP inh | Mtb BioA inh | PfHsp40 yeast | Yp Topo-I inh | TcdB inh | BH1578 lux ind | GDH-TPI counter | UGM FP inh
CCCCN(CC)CCCNC(=O)CC1Oc2ccccc2NC1=O (stereo unspecified) | -0.7 | -2.7 | -1.8 | -0.6 | -9.1 | 1.2 | 2.2 | 0.4 | 2.1
N#Cc1c2c(c(NCCCN3CCOCC3)n3c1nc1ccccc13)CCC2 | 27.2* | -0.1 | 1.9 | -0.8 | 2.6 | nt | -0.2 | 13.7 | 3.4
Fc1cccc(NC(=S)Nc2cccnc2)c1 | -1.1 | -1.6 | 3.2 | 0.1 | -2.4 | 0.6 | -0.9 | -5.4 | -1.9
CC(C)OCCCNC(=O)CNC(=O)c1ccc(Cl)c(Cl)c1 | -10.5 | -2.2 | nt | 0.1 | -8.0 | 0.6 | -0.6 | -5.7 | 0.7
Cc1ccc(S(=O)(=O)NCC(=O)N2CCOCC2)cc1 | -0.5 | -0.1 | -1.8 | -1.3 | -0.1 | 1.3 | -0.1 | 0.9 | 1.6
COc1ccc(NS(=O)(=O)c2cccc(C(=O)NCC3(N(C)C)CCCCC3)c2)cc1 | 2.5 | 1.9 | nt | nt | 2.9 | 1.8 | i | 2.9 | -0.9
CCCCCCCCn1cc(C(C)=O)c(=O)[nH]c1=O | -1.9 | 0.2 | nt | 1.6 | 6.6 | nt | i | -8.3 | -0.6
Cc1sc2nc(SCC(=O)Nc3ccc(Cl)c(C(=O)O)c3)[nH]c(=O)c2c1C | 3.8 | -2.3 | -1.2 | 0.0 | 3.7 | 2.4 | 2.3 | -7.3 | nt
O=c1cc(C(F)(F)F)nc(-c2ccccc2)[nH]1 | -1.1 | -2.3 | -2.7 | 0.0 | -7.6 | nt | i | 9.6 | 0.6
CC1(C)CC(=O)C2=C(C1)N(c1ccc(F)cc1)C(=O)CC2c1ccccc1 (stereo unspecified) | -3.3 | -0.4 | 0.6 | -1.8 | -5.4 | nt | -2.2 | 8.8 | 0.4
CC(C)c1cc(-c2cc(-c3ccc(Cl)cc3)on2)nc(NC2CCCC2)n1 | 2.0 | -2.3 | -3.0 | -0.7 | 0.8 | 0.8 | 0.7 | 2.3 | -1.5
CC1CCC(NC(=O)CNC(=O)Cc2cccc3ccccc23)CC1 (stereo unspecified) | -1.1 | -4.4 | 0.4 | 0.0 | 21.5 | 1.2 | -0.3 | -4.4 | -0.7
O=C(NCc1ccccc1OC(F)(F)F)C1CCC(=O)N(Cc2cccc(F)c2)C1 (stereo unspecified) | -1.7 | -5.4 | 0.1 | 22.4 | -0.3 | -2.2 | i | -5.9 | -1.6
O=C(CN1CCN(CCC(=O)Nc2ccccc2F)CC1)Nc1ccc(F)cc1 | 1.4 | -0.8 | -1.8 | -0.7 | -5.0 | nt | i | 5.9 | 0.5
O=C(CNC(=O)c1ccccn1)N/N=C/c1ccccc1 | 4.1 | -0.7 | 1.4 | -0.9 | 11.1 | nt | i | -5.3 | 0.0
C=CCN1C(=O)NC(=O)/C(=C/c2ccc(N(C)C)c(Br)c2)C1=O | -3.2 | -1.5 | -0.6 | 0.0 | 1.0 | 3.4 | -0.3 | 4.3 | 4.6
COC(=O)c1ccc(NC(=O)c2c(C(=O)Nc3ccccc3)sc3nc(C)cc(=O)n23)cc1 | -1.1 | -2.2 | nt | -0.5 | 6.9 | nt | -0.4 | 1.9 | -0.5
CCOc1cc(NC(=S)NCCCOC)c(OCC)cc1NC(=O)c1ccco1 | 2.7 | 0.5 | nt | -1.1 | -6.7 | nt | -0.4 | 11.6 | -0.3
O=C(Oc1ccccc1C(=O)Oc1ccccc1)c1ccco1 | 0.3 | -1.9 | -2.4 | 0.0 | 4.0 | -1.6 | -4.2 | 12.1 | 5.7
CN(C)C(=S)Nc1ccc(Cl)cc1 | 0.4 | -6.0 | 0.1 | -0.2 | 1.8 | 1.0 | i | -7.6 | 2.9

A second format for some results above:
smiles	FBA Mtb inh	FadD28 FP inh	Mtb BioA inh	PfHsp40 yeast	Yp Topo-I inh	TcdB inh	BH1578 lux ind	GDH-TPI counter	UGM FP inh
C=CCN1C(=O)NC(=O)/C(=C/c2ccc(N(C)C)c(Br)c2)C1=O	-3.2	-1.5	-0.6	0.0	1.0	3.4	-0.3	4.3	4.6
COC(=O)c1ccc(NC(=O)c2c(C(=O)Nc3ccccc3)sc3nc(C)cc(=O)n23)cc1	-1.1	-2.2	nt	-0.5	6.9	nt	-0.4	1.9	-0.5

(list continues)
SMILES | FBA Mtb inh | FadD28 FP inh | Mtb BioA inh | PfHsp40 yeast | Yp Topo-I inh | TcdB inh | BH1578 lux ind | GDH-TPI counter | UGM FP inh
O=C(NNCc1ccccc1)c1ccccn1 | 3.5 | 0.2 | -2.6 | -0.9 | -10.7 | -31.7 | -1.0 | 15.9 | nt
CCOc1ccc(CCNC(=O)COC(=O)c2ccc(S(=O)(=O)N3CCCC3)cc2)cc1OCC | 4.7 | -0.5 | nt | -0.3 | 9.3 | 0.0 | 1.6 | 9.2 | -1.3
Cn1c(=O)c2c(nc(SCCN3CCOCC3)n2Cc2ccc(F)cc2)n(C)c1=O | -1.9 | -3.7 | 7.1 | 0.3 | 13.0 | nt | -0.5 | -9.8 | 0.1
Cc1cc(C)n2c(SCC(O)=C(C#N)c3nc4ccccc4[nH]3)nnc2n1 | 1.6 | -1.6 | 0.1 | -0.6 | -3.0 | 0.9 | i | 21.1 | nt
COc1ccc(C2Nc3ccccc3C(=O)N2NS(=O)(=O)c2ccc(C)cc2)cc1 (stereo unspecified) | 18.7 | 1.2 | nt | 0.9 | 4.0 | 0.5 | -0.5 | 6.9 | 0.6
COc1cc(Cn2c3ccc(NC(=O)CC(C)c4ccccc4)cc3c(=O)n2C)ccc1F (stereo unspecified) | 146.4* | -0.7 | 1.7 | nt | 33.2 | -0.6 | 0.7 | 4.0 | nt
CC(=O)NCCOc1ccc(C(=O)O)cc1 | 0.0 | -1.6 | -2.2 | 1.2 | 2.3 | nt | -0.7 | 0.0 | -0.4
Cc1ccc(Cn2cnc3ccccc32)cc1 | 1.9 | -1.1 | -2.2 | 2.2 | 21.6 | -7.2 | 1.0 | 0.8 | 3.6
Cc1ccc(NC(=O)COC(=O)c2ccc3ncsc3c2)c(C)c1 | -0.3 | -0.2 | -0.7 | nt | 5.6 | 0.9 | -4.5 | 5.6 | nt
CCN(CC)S(=O)(=O)c1ccc(N2CC(C(=O)N3CCOCC3)CC2=O)cc1 (stereo unspecified) | 0.1 | -1.8 | 1.1 | -1.0 | -12.5 | -0.2 | i | -5.6 | -0.4
Oc1c(Cl)cc(Cl)cc1C=Nc1ccc2c(c1)OCCO2 | 1.9 | 0.7 | -0.3 | -0.4 | 0.2 | nt | -11.1 | 0.3 | -2.8
COc1ccc(S(=O)(=O)Nc2ccc(F)c(F)c2)cc1Cl | -2.9 | -3.4 | 0.1 | 3.0 | -12.6 | nt | i | -3.7 | 0.7
CCOC(=O)Cc1nnc(NC(=O)c2cccc(OCC)c2)s1 | 6.2 | -3.0 | -0.3 | 0.6 | -5.0 | nt | -0.1 | 0.8 | -2.1
Cn1cc([N+](=O)[O-])c(C(=O)N/N=C/c2ccccc2)n1 | 2.8 | 2.2 | 0.0 | 7.4 | 7.2 | nt | -10.0 | 4.1 | -1.2
COc1ccc(CN2CCN(CC(=O)Nc3ccccc3C(=O)NC3CC3)CC2)cc1F | 0.9 | -2.6 | 2.4 | 0.6 | 5.6 | -1.8 | i | -8.2 | 1.0
Cc1cc(N/N=C/c2ccccc2Br)nc2ccccc12 | 0.6 | -1.4 | nt | -0.9 | 0.6 | 0.0 | -0.3 | 11.5 | -0.7
Cc1ncc([N+](=O)[O-])n1Cc1ccccc1 | 1.8 | -3.6 | -0.5 | -0.3 | -4.1 | 1.4 | -3.1 | -1.1 | 2.6
COc1cc(Cl)c(C)cc1NC(=O)COc1ccccc1[N+](=O)[O-] | 1.5 | -0.8 | -1.5 | 0.7 | -2.3 | nt | i | 8.2 | -1.8
CCCCCC1C(C(=O)OCC)C(=O)NC1(C(=O)OCC)C(=O)OCC (stereo unspecified) | 2.9 | -2.7 | 0.7 | 0.1 | 8.2 | 1.6 | i | 6.1 | nt
COc1cccc(N(CC(=O)N/N=C(\C)c2cccs2)S(C)(=O)=O)c1 | 1.7 | -2.6 | nt | 0.8 | 2.7 | nt | -0.3 | -0.4 | -1.0
COc1ccc(CCNC(=O)c2ccc3c(=O)n4c(nc3c2)CCC4)cc1OC | 2.7 | -1.1 | -0.7 | -0.7 | 4.4 | 1.3 | i | -0.3 | nt
CCOC(=O)c1ccc(NS(C)(=O)=O)cc1 | 1.9 | 0.6 | -1.3 | -0.6 | -4.8 | nt | -12.5 | -2.2 | 0.9
O=C(NCCc1ccccc1)C1CCCN(S(=O)(=O)c2cccs2)C1 (stereo unspecified) | -1.9 | -4.2 | 3.2 | 0.3 | 12.2 | -4.2 | nt | -2.4 | 1.2
CCC(C)NC(=O)c1ccccc1NS(=O)(=O)c1ccc(OC)c(OC)c1 (stereo unspecified) | 5.5 | -1.8 | -1.4 | -0.5 | -7.6 | nt | -5.6 | 2.9 | -2.7
Cc1cc(C)nc(Sc2nc(Nc3ccccc3)nc(Sc3nc(C)cc(C)n3)n2)n1 | 5.0 | -0.6 | 0.9 | 0.7 | 7.2 | nt | i | -4.2 | -0.5
CCOc1ccc(OCC)c(NC(=O)C2CCCN(S(=O)(=O)c3cnc[nH]3)C2)c1 (stereo unspecified) | 3.1 | -0.4 | 0.8 | 0.7 | 0.1 | 0.6 | -0.5 | 9.1 | 1.2
O=C(O)CCC(=O)NCc1cn(-c2ccccc2)nc1-c1cccc(Br)c1 | 3.5 | 0.5 | 1.5 | -0.2 | 1.2 | -4.4 | -2.4 | -9.0 | -3.4
Cc1ccc(S(=O)(=O)NNC(=O)c2ccoc2C)cc1 | 0.8 | -2.5 | -1.1 | -0.3 | 2.3 | 0.8 | i | -3.4 | -0.7
COc1ccc2c(c1)C1(Nc3ccccc3-c3nc4ccccc4n31)C(=O)N2C (stereo unspecified) | 4.8 | -0.3 | -2.6 | -0.6 | 9.0 | nt | -0.7 | 4.2 | 2.7
CSCCC(NS(=O)(=O)c1ccccc1F)C(=O)NC(C)c1ccccc1 (stereo unspecified) | 0.1 | 1.4 | nt | -0.4 | 6.0 | -2.0 | -0.9 | 0.9 | 1.8

Whole records, quoted from the list:
CCOc1cc(NC(=S)NCCCOC)c(OCC)cc1NC(=O)c1ccco1 across the screens: FBA Mtb inh: 2.7; FadD28 FP inh: 0.5; Mtb BioA inh: nt; PfHsp40 yeast: -1.1; Yp Topo-I inh: -6.7; TcdB inh: nt; BH1578 lux ind: -0.4; GDH-TPI counter: 11.6; UGM FP inh: -0.3
COc1ccc(CN2CCN(CC(=O)Nc3ccccc3C(=O)NC3CC3)CC2)cc1F across the screens: FBA Mtb inh: 0.9; FadD28 FP inh: -2.6; Mtb BioA inh: 2.4; PfHsp40 yeast: 0.6; Yp Topo-I inh: 5.6; TcdB inh: -1.8; BH1578 lux ind: i; GDH-TPI counter: -8.2; UGM FP inh: 1.0

(further entries)
SMILES | FBA Mtb inh | FadD28 FP inh | Mtb BioA inh | PfHsp40 yeast | Yp Topo-I inh | TcdB inh | BH1578 lux ind | GDH-TPI counter | UGM FP inh
c1ccc(OCCN2CCN(Cc3nc(-c4ccc5c(c4)OCO5)no3)CC2)cc1 | 4.0 | -0.4 | 0.0 | 4.2 | 10.1 | nt | -2.3 | 4.0 | -1.9
NCCSC1CC(=O)N(c2ccc(Cl)c(Cl)c2)C1=O (stereo unspecified) | 46.6* | -0.9 | -1.3 | 0.0 | -0.8 | 0.9 | i | 11.4 | -1.6
CC(C)(C)n1nc2c(c1NC(=O)c1cccs1)CS(=O)C2 (stereo unspecified) | -2.2 | -1.0 | -0.3 | -2.4 | -5.5 | nt | i | 1.5 | 1.1
CCCNC(=S)NCc1ccc(Cl)cc1 | 0.8 | -1.1 | -1.2 | 0.0 | -2.0 | nt | i | 9.7 | nt

The order is random (roughly 4.6% active in at least one column).
